Menin-MLL TR inh: menin-MLL binding inhibition, Texas Red mutant peptide; AID 1768; Menin + Texas Red MLL mutant peptide, fluorescence polarization; O00255; Potency, µM (top dose mostly 61.6 µM), without a hit: at the highest dose FP activity change, negative = inhibition, usual class: inhibitors; 0.23% of 270,000 active; active means well fitted inhibition curve with a large enough effect in the polarisation, with a control signal flat, not every such curve was filed as active; inconclusive means small, poorly fitted or top-dose-only effect, or effect the other way, or a change in a side signal; inactive means no such curve, though single readings can be large or run the other way; the % refers to the polarisation; further: potency means the concentration at half of the fitted maximal effect; % of control where 0% means no effect; many of its hits are not listed in these tables
MBNL1 CUG block: inhibitors of human MBNL1 binding to CUG repeat RNA; Q9NR56; TR-FRET MBNL1-His/biotin-(CUG)12 binding, 665/545 ratio; Potency, µM (highest dose often 57.5 µM), for the others: at the highest dose activity change, negative = inhibition, usual class: inhibitors; 0.036% of 280,000 active; AID 2675; active means well fitted inhibition curve with a large enough effect in the signal ratio, with a control signal flat, not every such curve was filed as active; inconclusive means small, poorly fitted or top-dose-only effect, or effect the other way, or a change in a side signal; inactive means no such curve, though single readings can be large or run the other way; the % refers to the signal ratio; further: potency means the concentration at half of the fitted maximal effect; on the % scale 0 is the no-effect control and ±100 the full control effect
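MBNL1-His + Biotin-(CUG)12, cpd titration 92 nM–58 uM; Tb anti-His Ab 0.055 ng/ul, SA-XL665 5 nM (final); 60 min RT; ratiometric 665/545 nm, Ex 340 nm; normalized to buffer and full-complex controls.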
Eya2 phos inh: blocks the phosphatase activity of human Eya2; O00167; recombinant Eya2, OMFP fluorescence dephosphorylation (OMFP is methylfluorescein phosphate); Potency, µM (titrated, usually from 76.9 µM), for the others: top-dose activity, negative = inhibition, hits mostly inhibitors; 0.006% of 330,000 active; further: potency means the concentration at half of the fitted maximal effect; on the % scale 0 is the no-effect control and ±100 the full control effect
Target sequence (O00167 whole entry, looked up): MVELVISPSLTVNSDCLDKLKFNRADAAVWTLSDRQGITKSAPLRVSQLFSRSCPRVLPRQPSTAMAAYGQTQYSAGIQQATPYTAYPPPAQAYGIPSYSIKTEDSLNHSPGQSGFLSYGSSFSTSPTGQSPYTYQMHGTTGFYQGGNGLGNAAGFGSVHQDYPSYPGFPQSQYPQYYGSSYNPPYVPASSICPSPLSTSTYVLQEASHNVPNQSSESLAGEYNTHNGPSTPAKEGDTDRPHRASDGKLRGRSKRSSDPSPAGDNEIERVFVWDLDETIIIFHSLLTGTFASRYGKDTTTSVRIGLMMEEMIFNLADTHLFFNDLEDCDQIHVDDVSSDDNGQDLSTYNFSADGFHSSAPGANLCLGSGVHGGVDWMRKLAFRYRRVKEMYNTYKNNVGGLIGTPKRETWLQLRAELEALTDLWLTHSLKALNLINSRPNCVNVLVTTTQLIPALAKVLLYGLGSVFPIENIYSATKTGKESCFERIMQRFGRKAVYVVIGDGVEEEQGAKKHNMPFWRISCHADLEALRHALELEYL
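Eya2 (0.2 uM) preincubated 10 min at ambient with compound, then OMFP substrate added at 50 uM; 10 min reaction in 50 mM HEPES pH 7.5, 50 mM NaCl, 5 uM MgCl2, 0.05% BSA, 1 mM DTT. Fluorescence read at Ex 485/Em 525 nm.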
hERG WT inh: inhibitors of human wildtype KCNH2 potassium channel; Q12809; U2OS, BacMam KCNH2, thallium flux FluxOr; hits give low values; 0.37% of 340,000 active; activity change, % at 1.84 µM;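 active means maximum activity change below -70%; inconclusive means maximum activity change between -70% and -50%; inactive means maximum activity change above -50%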; further: on the % scale 0 is the no-effect control and ±100 the full control effect
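U2OS cells were transduced with wild-type KCNH2 virus (2.03 x 10^8 / mL) for 4 h at room temperature, then cultured overnight at 37 C. Thallium flux was read with FluxOr dye. Rate constants were normalized to DMSO controls.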
USP2a inh: blocks human ubiquitin-specific protease USP2a. O75604. 0.01% of 330,000 active. USP2 core, Ub-CHOP2 coupled fluorogenic reporter, 485/531. AID 463254. Potency, µM (titrated, usually from 38.3 µM), for the others: at the highest dose activity change, negative = inhibition, usual class: inhibitors;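 further: potency means the concentration at half of the fitted maximal effect; plate controls were DMSO wells for no effect and full inhibition by NEM control for full effect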
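Cell-free coupled assay: 10nM USP2 core preincubated 30min RT with compound in Tris-HCl pH 8.0/CaCl2/CHAPS buffer, then 25nM Ub-CHOP2 and 25nM reporter substrate; fluorescence (Ex 485/Em 531) read after 60min RT, normalized to NEM inhibition, concentration-response curves fitted.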
BCR signal inh: chronic active BCR signaling inhibition; Potency, µM (doses to about 46.1 µM), without a hit: top-dose ratio change, negative = lower green/red ratio, actives largely listed as inhibitors; AID 493014; 0.05% of 340,000 active; ABC-DLBCL IkBa-CBG/CBR reporter, luminescence ratio, 4 h; active means well fitted inhibition curve with a large enough effect in the signal ratio, with a control signal flat, not every such curve was filed as active; inconclusive means small, poorly fitted or top-dose-only effect, or effect the other way, or a change in a side signal; the % refers to the signal ratio;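 further: potency means the concentration at half of the fitted maximal effect; plate controls were basal doxycycline-induced cells for no effect and cells given 10 µM MG132 for full effect; MG132 reads +100%, hits lower the ratio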
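Doxycycline induced both beetle luciferases in TMD8 lymphoma cells; IKK-driven degradation limits the IkappaBalpha-fused green signal, while red luminescence normalises for cell number and nonspecific effects. Compounds tested up to 46 uM, 4 hrs.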
GALK inh: blocks human galactokinase activity | Potency, µM (doses to about 57.5 µM), for inactives: at the highest dose activity change, negative = inhibition, actives largely listed as inhibitors | 0.007% of 270,000 active | P51570 | Purified GALK, Kinase-Glo residual ATP luminescence | AID 1868; further: potency means the concentration at half of the fitted maximal effect; on the % scale 0 is the no-effect control and ±100 the full control effect
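The enzyme phosphorylates galactose (100 uM) using ATP (35 uM); inhibition is detected as higher residual ATP, quantified by bioluminescence after 1 h reaction at room temperature, pH 8.0.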
PKM2 activator: activators of human pyruvate kinase M2; P14618; purified PKM2, Kinase-Glo ATP luminescence, activation; response scale: 0% is enzyme alone, no compound; Potency, µM (titrated, usually from 57.5 µM), for inactives: top-dose activation, usual class: activators; 0.34% of 260,000 active; AID 1631; further: potency means the concentration at half of the fitted maximal effect; on the % scale 0 is the no-effect control and ±100 the full control effect; nearly all actives have a fitted effect of over 55% in size
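ATP formation by purified human PK-M2, quantified via coupled luciferase luminescence after 1 h at room temperature with 0.1 mM ADP and 0.5 mM PEP final.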
TSHR antagonist: human thyrotropin receptor antagonism. P16473. TSHR-expressing cells, TSH-stimulated cAMP HTRF, 2 h; hits give low values. activity change, negative = inhibition, % at 11.5 µM. 0.2% of 330,000 active;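 active means activity change below a set negative limit, meaning inhibition stronger than a set level, cut at about -70% in these data; inconclusive means activity change between two set negative limits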; further: on the % scale 0 is the no-effect control and ±100 the full control effect
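Read-out is FRET at 665 nm (cryptate excitation 337 nm) from a cryptate-tagged anti-cAMP antibody, competed by cell cAMP against cAMP-d2. Compounds are tested on freshly harvested TSHR cells challenged with 4nM TSH (EC80) for 2 hours at 37 deg C.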
Mito fusion act: mitochondrial division inhibition or fusion activation; S. cerevisiae fusion-defective mutant growth rescue, CellTiterGlo 48 h; Potency, µM (highest dose often 46.1 µM), for the others: at the highest dose growth rescue (activation), most hits filed as activators; 0.23% of 320,000 active; AID 485298;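 further: potency means the concentration at half of the fitted maximal effect; % of control where 0% means no effect; nearly all actives have a fitted effect of over 45% in size; temperature-sensitive fusion mutants such as fzo1-1 at 37 °C on non-fermentable ethanol glycerol medium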
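Growth-rescue viability read-out: after 48 h at the non-permissive 37C in glycerol/ethanol YPEG, yeast mitochondrial fusion mutants are measured by CellTiterGlo luminescence; compounds (23 nl pinned per well) restoring growth score as division inhibitors or fusion activators.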
S-ASM inh: human S-ASM enzyme inhibition. placental ASM, HMU-PC fluorogenic substrate, 60 min. Potency, µM (series often up to 57.5 µM), without a hit: at the top dose activity change, negative = inhibition, hits mostly inhibitors. 0.006% of 340,000 active; further: potency means the concentration at half of the fitted maximal effect
Target sequence (P17405 47-631 limits assumed): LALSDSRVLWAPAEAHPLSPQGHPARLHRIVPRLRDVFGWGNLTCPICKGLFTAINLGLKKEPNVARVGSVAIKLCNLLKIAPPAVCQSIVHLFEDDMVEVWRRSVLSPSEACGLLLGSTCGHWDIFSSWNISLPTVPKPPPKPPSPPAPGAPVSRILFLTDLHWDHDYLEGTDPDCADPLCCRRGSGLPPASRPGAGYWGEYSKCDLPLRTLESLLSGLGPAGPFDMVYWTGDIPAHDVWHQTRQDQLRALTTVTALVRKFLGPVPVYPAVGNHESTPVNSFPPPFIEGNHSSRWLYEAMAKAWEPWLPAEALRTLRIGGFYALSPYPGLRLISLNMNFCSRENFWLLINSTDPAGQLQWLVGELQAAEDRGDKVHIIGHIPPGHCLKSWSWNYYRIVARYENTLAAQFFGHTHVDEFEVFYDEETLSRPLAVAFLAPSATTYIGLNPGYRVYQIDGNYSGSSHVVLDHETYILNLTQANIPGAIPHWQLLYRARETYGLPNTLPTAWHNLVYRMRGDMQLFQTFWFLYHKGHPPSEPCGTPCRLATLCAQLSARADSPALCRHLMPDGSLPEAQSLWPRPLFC
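Fluorogenic HMU-PC substrate (9 uM final) is turned over by placental ASM in 60 min at 37 C after a 10 min compound preincubation. Reaction ended by alkaline stop (pH 10), with fluorescence read at 386/447 nm.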
* hit, by the source's call; ? = inconclusive; . = not tested or not shown; & = joins results of further samples; [ ] = dose if it differs, or a comment. Unless noted, the call rests on the fitted dose curve; in most records, active means well fitted curve in the direction sought with a large enough effect; inconclusive means small, poorly fitted or top-dose-only effect, or another doubt; inactive means no such curve, though single readings can be large; an effect the other way counts as inactive or inconclusive.

The line under a structure holds: Menin-MLL TR inh, MBNL1 CUG block, Eya2 phos inh, hERG WT inh, USP2a inh, BCR signal inh, GALK inh, PKM2 activator, TSHR antagonist, Mito fusion act, S-ASM inh
> COc1ccc(CCn2c(O)c(C=NCc3ccc4c(c3)OCO4)c(=O)[nH]c2=O)cc1OC
→ -3%, 0%, 6%, 2, -4%, ?, 0%, 1%, -4, 0%, -8%
> O=C(CCC(=O)N1C[C@H]2C[C@@H](C1)c1cccc(=O)n1C2)NCc1ccccc1
→ -8%, 12%, 13%, 1, -1%, 2%, ., 0%, 5, 0%, -1%
> COc1ccc(Cn2c(O)c(/C=N/NC(=O)c3ccccc3O)c(=O)[nH]c2=O)cc1
→ ?, -11%, -5%, -4, -4%, ?, -3%, 6%, 20, 11%, 19%
> CN1CCC(c2c[nH]c3ccccc23)C1 (centres undefined)
→ -23%, -20%, 2%, 18, 12%, 0%, 2%, -1%, 9, ?, -1%
> CC/C(=N\NC(=O)c1ccccc1)c1c(O)n(C2CCCCC2)c(=O)[nH]c1=O
→ ?, 7%, -7%, 3, 2%, ., -1%, 5%[0.46 µM], 5, -5%, 13%
> O=[N+]([O-])O[C@H]1CO[C@H]2[C@@H]1OC[C@H]2O[N+](=O)[O-]
→ ., ., 8%, -4, 1%, 0%, ., ., 0, -1%, 0%
> C=CCn1c(SCC(=O)c2ccc(O)c(O)c2)nnc1-c1cccnc1
→ ., ., 15%, 6, -1%, ?, 6%, 6%, 1, 0%, -2%
> Cc1cccc(N2CCN(C(=O)CCNS(=O)(=O)c3ccc4c(c3)oc(=O)n4C)CC2)c1C
→ -13%, 0%, 0%, -2, 0%, -7%, 7%, ., -13, 20µM*, -2%
> Nc1c(C(=O)NCc2ccco2)c2nc3ccccc3nc2n1Cc1ccc(F)cc1
→ 14%, 15%, -3%, -7, -1%, ?, -1%, 0%, 5, 3%, .
> COc1ccc(OC)c(NC(=O)C2C(C(=O)O)C3(Cl)C(Cl)=C(Cl)C2(Cl)C3(Cl)Cl)c1 (centres undefined)
→ ?, -5%, 11%, 0, 0%, -5%, 3%, 3%, 9, 10%, 0%
> NC(=S)c1cn(C2OC(CO)C(O)C2O)c2ncnc(N)c12 (centres undefined)
→ ., -8%, 14%, 6, 3%, ?, 1%, -1%, -12, 2%, 10%
> Nc1ccc(N=Nc2ccccc2)cc1
→ ?, ?, -2%, 0, 3%, 1%, 5%, -31%, -4, -4%, ?
> COc1ccc(C(=O)CN2CCOCC2)cc1F
→ ?, 12%, -11%, -24, -6%, ?, 1%, 5%, -18, 1%, 1%
> Cn1c(O)c(C=NCCN2CCOCC2)c(=O)[nH]c1=S
→ ., -6%, 6%, -5, -9%, 0%, 7%, -5%, 0, -2%, -1%
> ClCCOCOCCCl
→ ., ., 11%, -6, 0%, 4%, ., ., -5, -10%, 5%
> CCOc1ccc(N2C(=O)NC(=O)/C(=C\c3ccc(N4CCCCC4)o3)C2=O)cc1
→ -10%, ?, 3%, 3, 11%, 1%, 0%, 0%, 25, 10%, -8%
> CC(C)n1c(O)c(C=NCc2ccccc2)c(=O)[nH]c1=S
→ ., ., 4%, 0, -1%, 6%, -1%, -3%, -2, 8%, -1%
> Cn1nnc(CC[N+](C)(C)C)n1
→ ., 7%, 13%, 4, 0%, -4%, 0%, 2%, 7, 3%, 5%
> Nc1ccc2nc3c(c(Cl)c2c1)CCCC3
→ ., 14%, 0%, 7, 0%, 8%, 6%, -4%, 21, 2%, .
> CC1CCN2c3nc4ccccn4c(=O)c3CC3(C(=O)N(C)C(=O)N(C)C3=O)C2C1 (centres undefined)
→ 0%, 15%, 5%, 9, 0%, ?, 2%, 10%, 1, -1%, 12%
> CCOc1cc2c(cc1OCC)-n1cccc1C(c1ccccc1O)NC2 (centres undefined)
→ -20%, -1%, -5%, 11, -12%, -16%, -2%, ., 15, -25%, -3%
> Cc1cccnc1-n1c(-c2ccco2)nc2ccccc2c1=O
→ -3%, 7%, 5%, -5, 0%, ?, 2%, -4%, 5, 1%, 2%
> Cc1ccc(-c2ccc(=O)n(CCC(=O)N3CCC4(CC3)OCCO4)n2)cc1
→ -25%, 25%, 17%, 1, 0%, -9%, -2%, -4%, 11, 0%, 1%
> CCOC(=O)C1=C(N)OC2=C(C(=O)CCC2)C12C(=O)N(C)c1ccccc12 (centres undefined)
→ ., 1%, ?, 3, 2%, 8%, -2%, -3%, 4, -1%, -1%
> ClCC(Br)CBr (centres undefined)
→ ., ., 10%, -6, -1%, -3%, ., ., 6, -10%, -5%
> NNC(N)=O
→ -1%, ., 3%&4%, -3, 1%, 3%, ., ., -17&-5, 0%&2%, 4%
> Clc1ccccc1N1CCN(Cc2ccc3c(c2)OCO3)CC1
→ -2%, -12%, -16%, 17, 4%, 3%, -6%, 0%, 19, -7%, -2%
> COc1cc(N2C(=O)CC(=O)NC2=O)cc(OC)c1OC
→ 3%, -1%, 1%, 8, 2%, -13%, 3%, 8%, -130*, 1%, 1%
> ClC1C(Cl)C(Cl)C(Cl)C(Cl)C1Cl (centres undefined)
→ 20%&7%, ., 0%&9%, -5&-15, -1%&2%, 0%&-1%, ., ., -3, -4%&8%, -2%&-7%
> Cc1ccc([N+](=O)[O-])cc1
→ ., ., 12%, -4, 0%, -1%, ., ., 2, -7%, 7%
> COc1cc2c(cc1OC)CN(c1ccc([N+](=O)[O-])c(C(F)(F)F)c1)CC2
→ 21%, 12%, -5%, -5, -8%, ?, -1%, 2%, 0, 13%, ?
> COC(=O)N(c1ccccc1)P(=O)(Oc1ccccc1)Oc1ccccc1
→ -20%, -2%, -10%, -1, -1%, -3%, 1%, ., 28, 0%, 2%
> O=C(/C=C/c1ccccc1)NC(=S)N1C[C@H]2C[C@H](C1)c1cccc(=O)n1C2
→ 0%, 7%, 10%, 0, 1%, ?, ., -11%, 6, 0%, -3%
> O=C1NC(=S)N(c2ccccc2)C(=O)/C1=C/c1ccco1
→ 33%[activator], ?, 2%, -5, ?, 5%, 3%, 11%, -3, -2%, -15%
> O=C(N/N=C/C1C(=O)NC(=S)N(c2ccccc2)C1=O)c1cc(Br)c(O)c(Br)c1 (centres undefined)
→ -3%, 29%, 15%, ., 1%, 6%, 6%, -2%, 24, 8%, 1%
> CCOP(=O)(OCC)/C(=N/OC(=O)c1ccc(Cl)cc1Cl)C(N)=O
→ ., ., 8%, 1, 2%, ?, 6%, 2%, -2, 0%, 1%
> c1ccc(CN2CCN(Cc3ccc4ccccc4c3)CC2)cc1
→ 0%, -2%, -10%, 12, 1%, -3%, -7%, -4%, 26, -5%, -1%
> CCC(CO)NC(=O)C1C=C2c3cccc4[nH]cc(c34)CC2N(C)C1 (centres undefined)
→ -21%, ?, 4%, -2, 5%, -7%, ., -2%, 1, 0%, 5%
> O=c1[nH]c(=S)n(C2CCCCC2)c(O)c1/C=N/N1CCOCC1
→ ., 5%, -27%, -4, 10%, -3%, 0%, 12%, -1, -16%, 3%
> O=[N+]([O-])c1cccc2c([As](=O)(O)O)cccc12
→ 4%, ?, -7%, 0, 1%, ?, -1%, 6%, 27, -1%, ?
> CCOP(=O)(OCC)C(Cc1ccccc1)NC(C)=O (centres undefined)
→ ., -1%, 2%, -21, 0%, -1%, 3%, 0%, 0, -2%, 20%
> COc1ccc(OC)c(Nc2nc(-c3sc(NC(=O)C(C)(C)C)nc3C)cs2)c1
→ ?, 57%[activator], 17%, -3, 2%, ?, -1%, 1%, -10, -8%, 7%
> CCOC(=O)C1CCN(C(C)C(=O)c2c[nH]c3ccccc23)CC1 (centres undefined)
→ 13%, -7%, -1%, 46, -7%, -1%, ., ., 6, -6%, 0%

From PubChem

A portion of the library; count on the stated rates, not on these rows.
